Screening data (PubChem BioAssay)
V-ATPase pH = regulators of yeast V-ATPase proton transport | 0.37% of 350,000 active | response, % at 10 µM | S. cerevisiae, pHLuorin cytosolic pH fluorescence; in the data active = response mostly above about 7.3%, no sharp cut-off; inactive = mostly below about 5.4%; note: actives read high; inactives centre near 0; some compounds called inactive have numbers as strong as hits
NSD2 inh = blocks human histone methyltransferase NSD2. inhibition, % at 12.5 µM. NSD2 peptide methylation, AlphaScreen, 120 min. 0.54% of 310,000 active. O96028; in the data active = inhibition above about 50%
CAL PDZ FP-1 = inhibitors of human CAL PDZ peptide binding | Q9HD26 | AID 504414 | 0.02% of 330,000 active | purified CAL PDZ, TMR-peptide fluorescence polarization, 1 h | inhibition, % at 20 µM;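 active = highest replicate inhibition of at least 40%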;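 note: plate controls were DMSO neutral control wells for no effect and unlabeled competitor peptide control wells for full effect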
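Material: tagged CAL PDZ protein CerCALP, purified; buffer or medium: sodium phosphate/NaCl buffer pH 7.4 with TCEP, IgG, Thesit; also added: fluorescent TMR peptide probe; schedule: 1 h incubation at room temperature before polarization reading; technique: fluorescence polarization from S- and P-plane intensities, G-factor corrected; control set: unlabelled peptide and DMSO controls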
Keap1-Nrf2 PPI = disrupts human Keap1 binding to Nrf2 peptide; Keap1 Kelch-Nrf2 peptide fluorescence polarization, 1536-well; inhibition, % at 9.4 µM; 0.15% of 340,000 active; AID 504523; in the data active = inhibition above about 12%;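 note: human Keap1 Kelch domain with fluorescein labeled Nrf2 9mer peptide probe; 0% = neutral control wells and 100% = peptide positive control; higher means more block of Keap1 binding to Nrf2 peptide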
Target sequence (Q14145 whole entry, looked up, the tested form may be a part): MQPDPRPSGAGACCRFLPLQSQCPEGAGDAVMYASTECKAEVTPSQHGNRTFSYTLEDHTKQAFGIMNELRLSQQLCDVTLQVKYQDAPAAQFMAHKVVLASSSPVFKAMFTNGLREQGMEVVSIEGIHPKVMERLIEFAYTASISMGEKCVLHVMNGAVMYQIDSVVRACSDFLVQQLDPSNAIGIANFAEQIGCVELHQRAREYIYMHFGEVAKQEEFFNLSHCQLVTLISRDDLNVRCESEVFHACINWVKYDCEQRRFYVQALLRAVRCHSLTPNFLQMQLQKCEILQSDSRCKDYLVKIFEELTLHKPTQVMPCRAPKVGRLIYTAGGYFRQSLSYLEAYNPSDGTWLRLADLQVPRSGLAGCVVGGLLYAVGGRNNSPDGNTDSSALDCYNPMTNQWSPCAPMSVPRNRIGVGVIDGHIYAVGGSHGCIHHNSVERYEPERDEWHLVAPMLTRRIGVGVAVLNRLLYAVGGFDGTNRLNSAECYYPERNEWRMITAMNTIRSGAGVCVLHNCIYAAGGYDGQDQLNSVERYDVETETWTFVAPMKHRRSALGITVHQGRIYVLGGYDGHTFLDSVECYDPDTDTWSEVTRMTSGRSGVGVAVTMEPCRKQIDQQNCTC
DAGLB inh = diacylglycerol lipase beta (human) inhibition; inhibition, % at 5.17 µM; Q8NCG7; HEK293T DAGLB membrane lysate, EnzChek fluorogenic substrate; 0.059% of 340,000 active; in the data active = inhibition above about 34%;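 note: 0% = enzyme with vehicle and 100% = wells lacking enzyme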
LANA DNA inh = blocks KSHV LANA C-terminal domain binding to DNA | 0.078% of 340,000 active | MBP-C-LANA/FAM-LBS DNA binding, fluorescence polarization | inhibition, % at 9 µM;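 active = highest replicate inhibition at or above 60% at 9 µM, even if other replicates fall short; inactive = all replicates below 60% inhibition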;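 note: 0% = neutral control wells and 100% = 4 µM acridine orange control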
DSG3 Ab inh = human desmoglein-3 autoantibody binding inhibition; P32926; DSG3-coupled beads, scFv-anti-DSG3-GFP binding, flow cytometry; stronger effect = lower value; binding (percent of control), % at 10 µM; 0.48% of 310,000 active; AID 588358;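 active = binding more than 3 SD below its plate's average and above zero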;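 note: hits lower antibody fragment binding to DSG3; some compounds called inactive have numbers as strong as hits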
Cardiac RTF inh = cardiac RTF calcium desensitization. P19429+P45379. IANBD-labeled cardiac RTF, Ca2+ fluorescence. inhibition, % at 7.15 µM. 0.12% of 340,000 active. AID 493244;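 active = inhibition above the mean inhibition of all tested compounds plus 3 SD, cut at about 17% in these data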;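 note: assay run at fixed EC70 calcium of 1.6 mM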
CAL PDZ FP-2 = CAL PDZ (human) peptide binding inhibition; Q9HD26; purified CAL PDZ, TMR-peptide fluorescence polarization, 1 h; inhibition, % at 24.9 µM; 0.92% of 300,000 active; AID 602252;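 active = mean inhibition of at least 30% with at least half of replicates also reaching 30%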;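 note: 0% = DMSO neutral control and 100% = excess unlabeled competitor peptide PRC23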
Arr AP2 block = inhibitors of human beta-arrestin and AP2 interaction; 0.31% of 340,000 active; inhibition, % at 10 µM; FITC-arrestin peptide / GST-AP2 beads, flow cytometry; AP2 beta2 appendage carries R879A mutation;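 active = inhibition above a set limit, near 3 SD of compounds lacking own fluorescence, cut at about 54% in these data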;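 note: plate controls were DMSO wells for no effect and 5 µM unlabelled arrestin peptide for full effect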
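System: GST-AP2 R879A glutathione beads. Medium: PBS with 0.05% Tween 20 and 0.1% BSA. Also added: FITC-arrestin peptide, 50 nM. Incubation: 12 min plus 1 h, RT. Measured by: high-throughput flow cytometry of beads, ex 488, em 535 nm. Evaluation: percent drop in bead-associated FITC signal.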
* hit, by the source's call; x = not tested or not shown.

SMILES | V-ATPase pH | NSD2 inh | CAL PDZ FP-1 | Keap1-Nrf2 PPI | DAGLB inh | LANA DNA inh | DSG3 Ab inh | Cardiac RTF inh | CAL PDZ FP-2 | Arr AP2 block
CN(C)CCC(C(=O)c1ccccc1)c1ccccn1 (stereo not given) | -3 | 1 | 0.0 | -3 | 0 | 1.4 | 94 | 5 | 85* | -7
CC(C)Nc1nc(-c2ccccc2)nc(-n2ccnc2)n1 | -8 | -2 | -2.3 | -1 | -3 | -1.0 | x | -10 | 1 | 0
COc1ccc(C(=O)C2CCCN(C3Cc4ccccc4C3)C2)cc1OC (stereo not given) | 1 | 4 | -3.2 | 0 | 1 | -0.8 | 85 | -1 | -4 | 5
COc1ccc(CNC(=O)Cn2cc([N+](=O)[O-])cn2)cc1 | 2 | 0 | -1.1 | 1 | -3 | -2.1 | 113 | 11 | x | 53
COc1ccc(NC(=O)CN2CCN(S(=O)(=O)c3ccc(Cl)cc3)CC2)cc1 | 2 | x | -1.6 | -6 | 0 | -1.1 | 97 | -8 | x | 1
CCn1c(SCc2ccc([N+](=O)[O-])cc2)nnc1C(C)NC(=O)c1ccccc1Br (stereo not given) | -1 | x | -0.8 | -4 | 6 | -1.4 | 101 | -4 | -1 | -6
CCn1nc(NC(=O)C(C)C)c2cc3cccc(C)c3nc21 | -4 | -6 | -0.5 | -9 | -16 | -0.4 | 106 | -2 | -2 | 8
Cc1ccc2nsnc2c1NC(=O)CCl | 0 | -1 | -0.6 | -5 | 1 | -1.0 | 98 | 1 | x | -29
Clc1ccc(OCc2nnc3n2CCCCC3)c(Cl)c1 | 1 | -2 | -1.7 | -3 | -1 | 3.2 | 107 | -1 | -4 | -13
O=S(=O)(c1cnc[nH]1)N1CCN(c2ccccc2)CC1 | 0 | x | 0.5 | -1 | 1 | -1.1 | 102 | -5 | x | 2
O=C(CCCc1ccccc1)Nc1ccc(Br)cc1F | 11 | -1 | -0.1 | -1 | -15 | -0.2 | 96 | -4 | -1 | 35
Nc1c(N(Cc2ccccc2)C(=O)COc2ccc(F)cc2Cl)c(=O)[nH]c(=O)n1Cc1ccccc1 | -2 | 5 | 0.0 | -2 | 8 | 0.5 | x | -2 | 1 | -6
C[C@H]1CN([C@@H](C)CO)C(=O)Cc2cc(NC(=O)Cc3ccccc3)ccc2O[C@H]1CN(C)C(=O)Nc1cccc2ccccc12 | -3 | x | -2.4 | -1 | -3 | -3.4 | 98 | -26 | 0 | x
CCOC(=O)C1CCN(C(=O)Cn2c(=O)oc3cc(S(=O)(=O)N4CCCC4)ccc32)CC1 | 1 | x | -0.1 | -5 | 0 | 0.3 | 104 | -7 | x | 5
COc1ccc(CCNC(=S)N2CCN(S(=O)(=O)c3ccccc3)CC2)cc1 | 1 | -1 | -3.7 | 4 | -2 | -0.8 | 93 | 3 | -6 | 1
COc1ccc(NC(=O)CC2SC(=NCC3CCCO3)NC2=O)cc1 (stereo not given) | 2 | 3 | -2.2 | 0 | 0 | 0.1 | 84 | -12 | -2 | 8
COc1ccc(NC(=O)c2cc(-c3ccncc3)nc3ccccc23)c(OC)c1 | 1 | 4 | -1.5 | 3 | 1 | -2.5 | 93 | -9 | -2 | 17
O=C(Cc1ccccc1)Nc1c(C(=O)N2CCCCCC2)cnn1-c1ccccc1 | -1 | 2 | -2.7 | 1 | 3 | 1.1 | 101 | 2 | -3 | -7
COc1c(F)c(F)c(-c2csc(N)n2)c(F)c1F | -3 | -1 | x | 0 | 2 | 0.6 | 102 | 5 | -1 | -1
Cc1ccc(C2CC(c3cccs3)=NN2C(=O)CSC2=NCCS2)cc1 (stereo not given) | -5 | 0 | -3.3 | -2 | -7 | -0.6 | 102 | 6 | -2 | 32
COc1ccc(C(=O)c2c3ccc(C(F)(F)F)cc3[n+]([O-])n2CCCN)cc1 | -8 | x | 0.0 | -6 | 1 | 0.6 | 103 | -11 | -5 | 6
O=C(NCCN1CCCC1)c1cccc(Cl)c1 | -3 | -2 | -1.0 | -5 | 0 | 0.8 | 83 | -10 | -5 | 6
O=C(Nc1ccccc1)N1CCN(c2cccc(C(F)(F)F)c2)CC1 | -2 | -3 | -2.7 | -4 | -5 | 2.9 | 87 | 3 | -3 | -8
CC1=CC(C)(C)Nc2ccc(OC(=O)C(Cc3ccccc3)N3C(=O)c4ccccc4C3=O)cc21 (stereo not given) | 0 | -2 | -1.3 | -4 | -3 | -0.4 | 107 | -11 | 68* | -4
CC(CC(=O)Nc1ccc(F)c([N+](=O)[O-])c1)c1ccccc1 (stereo not given) | 2 | -2 | -0.8 | -1 | -3 | 5.1 | x | -3 | -1 | 24
O=c1c([N+](=O)[O-])c(N2CCCC2)c2ccccc2n1-c1ccccc1 | 2 | 0 | -0.3 | -1 | 3 | -0.4 | 102 | -7 | 0 | 10
Cc1cc(C(=O)N/N=C/c2c(CO)cnc(C)c2O)c2ccccc2n1 | 5 | -2 | -2.7 | 0 | 1 | 0.0 | 111 | -5 | -4 | -3
CCOc1cc(CN2CCC(CO)(Cc3cccc(C(F)(F)F)c3)CC2)ccc1OC | -4 | 0 | -3.5 | -5 | 1 | -0.2 | 122 | -2 | -2 | -10
CCC(c1nnnn1C1CCCC1)N1CCC(C(N)=O)CC1 (stereo not given) | -2 | -4 | 0.1 | -6 | x | -2.7 | 101 | x | 4 | 8
O=[N+]([O-])c1ccccc1SNc1ccccn1 | -3 | 3 | -2.4 | -3 | 1 | 0.7 | x | 5 | -1 | 3
Cc1ccc(C(=O)N[C@H](C(=O)OCc2cc(=O)oc3cc(C)ccc23)C(C)C)cc1 | 1 | -1 | -0.6 | -5 | -4 | -2.5 | 122 | -8 | -2 | 0
Cn1cc([N+](=O)[O-])c(C(=O)Nc2ccc(Br)cn2)n1 | -4 | -1 | -0.7 | -3 | -1 | 0.7 | 94 | -3 | x | 1
COc1ccc(Cl)cc1NC(=O)C(OC)c1ccccc1 (stereo not given) | 3 | -4 | -0.8 | -3 | -5 | -2.2 | 83 | -10 | -5 | -36
O=C(NC1CCCN(c2ccc(C(F)(F)F)cn2)C1)c1ccnc(Cl)c1 (stereo not given) | 1 | -5 | -1.9 | 1 | -2 | -1.9 | 101 | -1 | -5 | 39
CCOCC(=O)Nc1nc2ccccc2s1 | 0 | 2 | -1.3 | -1 | -1 | 0.9 | x | -12 | 1 | -2
CCOC(=O)c1c(P(=O)(N2CCOCC2)N2CCOCC2)noc1N | -3 | -2 | -1.4 | -3 | 2 | -0.5 | 101 | -3 | -1 | 2
NS(=O)(=O)c1ccc(N2C(=O)C3CC=CCC3C2=O)cc1 (stereo not given) | 2 | -4 | 0.2 | 4 | 2 | -1.0 | 97 | -9 | x | 4
Cc1cccc(-c2nc(CS(=O)CC(=O)NCCc3ccc(Cl)cc3)c(C)o2)c1 (stereo not given) | -2 | 1 | -2.6 | -3 | -3 | 2.0 | 103 | -8 | -1 | 5
Cc1cccnc1NC(=O)CCNC(=O)c1ccc(Cl)cc1 | 6 | 0 | -0.8 | 3 | -3 | -0.5 | 100 | 2 | 0 | -3
COc1ccc(C(=O)NCCSCc2ccc(Cl)cc2)cc1OC | -2 | -1 | x | -2 | -2 | 0.1 | 102 | -1 | -2 | 36
Cc1nc(N2CCN(c3ccccn3)CC2)c2c(C)c(C(=O)Nc3ccc(Br)cc3C)sc2n1 | 2 | -2 | -2.4 | -4 | 0 | -0.3 | x | -3 | -7 | 13
CCCCNc1ccccc1C(=O)OCC(=O)Nc1ccc(S(N)(=O)=O)cc1 | -2 | -2 | -0.9 | -2 | -1 | 0.7 | 102 | 0 | x | -9
O=C(NCc1ccccc1)Nc1cccn(Cc2ccc(Cl)cc2)c1=O | -2 | -4 | 0.7 | 1 | -1 | -2.0 | 106 | -1 | x | 19
O=C(c1cccc(F)c1)N1CCN(c2ccc([N+](=O)[O-])c(N3CCOCC3)c2)CC1 | 1 | 3 | -0.6 | -4 | 0 | -1.3 | 103 | 0 | -4 | 2
Cc1ccccc1NC(=O)c1ccc([N+](=O)[O-])o1 | 0 | x | -0.9 | 2 | 1 | 2.0 | 105 | -16 | -3 | 0
Cc1cc(C)nc(SCC(=O)OCC(=O)Nc2ccccc2)n1 | 1 | 3 | -2.2 | 2 | -2 | -0.6 | 91 | -2 | -2 | -3
CCOc1[nH]n(-c2ccccc2)c(=O)c1C=Nc1ccc(OC)cc1 | 0 | 24 | -0.6 | -3 | -3 | 0.9 | 84 | 3 | -1 | -7
C[C@]12CC[C@H](O)CC1=CCC1C2CC[C@@]2(C)C1CC[C@@H]2NC(=O)[C@@H](N)Cc1ccccc1 (stereo not given in full) | 4 | -7 | -0.4 | -7 | 1 | 0.0 | 122 | -6 | -2 | 8

Copied from the entries so far (seven entries):
SMILES | V-ATPase pH | NSD2 inh | CAL PDZ FP-1 | Keap1-Nrf2 PPI | DAGLB inh | LANA DNA inh | DSG3 Ab inh | Cardiac RTF inh | CAL PDZ FP-2 | Arr AP2 block
Cc1cc(C(=O)N/N=C/c2c(CO)cnc(C)c2O)c2ccccc2n1 | 5 | -2 | -2.7 | 0 | 1 | 0.0 | 111 | -5 | -4 | -3
CCOc1cc(CN2CCC(CO)(Cc3cccc(C(F)(F)F)c3)CC2)ccc1OC | -4 | 0 | -3.5 | -5 | 1 | -0.2 | 122 | -2 | -2 | -10
CCC(c1nnnn1C1CCCC1)N1CCC(C(N)=O)CC1 (stereo not given) | -2 | -4 | 0.1 | -6 | x | -2.7 | 101 | x | 4 | 8
O=[N+]([O-])c1ccccc1SNc1ccccn1 | -3 | 3 | -2.4 | -3 | 1 | 0.7 | x | 5 | -1 | 3
Cc1ccc(C(=O)N[C@H](C(=O)OCc2cc(=O)oc3cc(C)ccc23)C(C)C)cc1 | 1 | -1 | -0.6 | -5 | -4 | -2.5 | 122 | -8 | -2 | 0
Cn1cc([N+](=O)[O-])c(C(=O)Nc2ccc(Br)cn2)n1 | -4 | -1 | -0.7 | -3 | -1 | 0.7 | 94 | -3 | x | 1
COc1ccc(Cl)cc1NC(=O)C(OC)c1ccccc1 (stereo not given) | 3 | -4 | -0.8 | -3 | -5 | -2.2 | 83 | -10 | -5 | -36

Following part.
SMILES | V-ATPase pH | NSD2 inh | CAL PDZ FP-1 | Keap1-Nrf2 PPI | DAGLB inh | LANA DNA inh | DSG3 Ab inh | Cardiac RTF inh | CAL PDZ FP-2 | Arr AP2 block
CC(C)C(=O)NNC(=O)CSc1nc(C2CCCCC2)nc2ccccc12 | 3 | 0 | -0.6 | -2 | 0 | -0.2 | 99 | -3 | 2 | 4
Cc1cc2nc(C3CCN(C(=S)NCC(C)C)CC3)[nH]c2cc1C | -9 | -3 | -4.5 | 1 | 1 | 0.4 | 102 | -18 | 0 | 6
CCOC(=O)c1ccc(N2C(=O)C3CCOc4ccccc4C32)cc1 (stereo not given) | -2 | x | 0.3 | -2 | -7 | 0.8 | 98 | -1 | 0 | 4
COc1ccccc1C(=O)NCCC(=O)N(C)Cc1ccc(C)o1 | 3 | 1 | -0.3 | -3 | 0 | -2.3 | 100 | -1 | 18 | 22

These rows are one share of the data (hit frequency here may not be typical).
